Bioassay records: PubChem, several laboratories
PPC-1+TRAIL kill: compounds killing PPC-1 cancer cells with TRAIL present, primary screen, TRAIL potentiator project, ATPLite luminescence, uHTS. PPC-1 cells + TRAIL, ATPLite viability luminescence. cell killing (% activity), % at 4 µM. 220,000 tested, 0.41% active;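 active means cell killing above 50% in the first pass at 4 µM, then a duplicate retest at 5 µM averaging 50% or more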;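 further: plate controls were cells with TRAIL plus DMSO for no effect and medium-only wells lacking cells for full effect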
p47phox inh: p47phox/p22phox peptide binding inhibitors, primary screen, biochemical, uHTS, NADPH oxidase regulatory subunit. 220,000 tested, 0.53% active. Neutrophil cytosol factor 1 (Homo sapiens), P14598. inhibition, % at 24.7 µM. fluorescence polarization, 2 h;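 active means inhibition above about 30%, limit read from the data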;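 further: 0% = p47phox with labelled peptide and 100% = labelled peptide alone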
Target sequence (P14598 whole entry, looked up): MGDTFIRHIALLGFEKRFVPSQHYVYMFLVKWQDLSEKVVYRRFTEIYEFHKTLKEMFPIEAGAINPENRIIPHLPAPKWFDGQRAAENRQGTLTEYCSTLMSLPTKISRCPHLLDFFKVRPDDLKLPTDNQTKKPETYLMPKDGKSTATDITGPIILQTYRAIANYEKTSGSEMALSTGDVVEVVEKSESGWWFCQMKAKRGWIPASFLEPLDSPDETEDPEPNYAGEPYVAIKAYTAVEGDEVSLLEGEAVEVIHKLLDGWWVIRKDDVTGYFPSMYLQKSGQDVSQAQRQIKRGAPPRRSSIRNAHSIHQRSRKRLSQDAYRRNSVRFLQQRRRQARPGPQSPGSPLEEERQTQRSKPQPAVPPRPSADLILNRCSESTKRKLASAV
Mdm2 ligase inh: MDM2-luciferase reporter signal enhancers, primary screen, MDM2 E3 ligase inhibitor project, cell-based, luminescence, 1536-well; E3 ubiquitin-protein ligase Mdm2 (Homo sapiens), Q00987; cell-based MDM2 ubiquitination luciferase reporter, 2 h; 0 = plate control, 100 = twice control, blank-subtracted; signal enhancement, % at 5 µM; 210,000 tested, 0.11% active;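 active means signal enhancement of 30% or more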;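 further: luminescence tracks abundance of the self-degrading MDM2-luciferase fusion protein; higher signal means inhibition of MDM2 E3 ligase activity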
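Test system: stable mammalian line carrying autodegrading MDM2–luciferase fusion reporter; quantity: 2000 cells in each well; times: 4 h cell settling then 2 h compound exposure, 37 °C; detection: luminescence with SteadyLite reagent, 15 min at room temperature; evaluation: percent signal gain over controls, blank-subtracted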
TRPML3 agonist: human TRPML3 channel agonists, primary screen, cell-based, HEK293 TRPML3-YFP, Fluo-8 calcium fluorescence, 3 µM; 100% = the carbachol control signal; activation, % at 3 µM; 220,000 tested, 0.29% active;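 active means activation above its plate's cutoff, the mean activation of the plate's test wells plus 3 SD, cut at about 12% in these data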;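 further: 0% = DMSO only wells and 100% = carbachol wells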
Target sequence (Q8TDD5 whole entry, looked up): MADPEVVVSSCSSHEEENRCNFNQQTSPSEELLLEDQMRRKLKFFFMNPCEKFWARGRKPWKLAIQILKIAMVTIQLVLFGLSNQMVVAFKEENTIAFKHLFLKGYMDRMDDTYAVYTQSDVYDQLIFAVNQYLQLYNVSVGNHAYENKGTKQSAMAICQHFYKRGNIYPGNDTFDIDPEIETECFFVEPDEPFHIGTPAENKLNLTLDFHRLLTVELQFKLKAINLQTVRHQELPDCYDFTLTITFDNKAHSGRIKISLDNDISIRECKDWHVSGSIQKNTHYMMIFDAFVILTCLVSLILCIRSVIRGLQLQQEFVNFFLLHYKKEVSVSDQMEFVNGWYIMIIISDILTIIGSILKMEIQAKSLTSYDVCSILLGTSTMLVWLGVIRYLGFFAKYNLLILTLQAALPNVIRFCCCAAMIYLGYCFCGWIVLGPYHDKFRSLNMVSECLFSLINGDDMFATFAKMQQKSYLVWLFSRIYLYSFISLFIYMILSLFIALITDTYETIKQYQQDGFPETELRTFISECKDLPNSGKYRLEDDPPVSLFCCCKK
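system = HEK293 cells stably carrying human TRPML3-YFP | doses = one concentration, 3 µM nominal, 0.3% DMSO | timing = dye loading 1 h 37 °C then 30 min ambient, 125 s read | detection = Fluo-8 calcium dye fluorescence, ex 470-495, em 515-575 nm | benchmarks = high control carbachol 87 µM, low control DMSO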
TNF death inh: inhibitors of TNF-alpha triggered necroptosis, primary screen, cell-based, Jurkat FADD-/-, single concentration; activation (protection from cell death), % at 10 µM; 220,000 tested, 0.068% active; Jurkat FADD-/- TNF necroptosis rescue, ATP luminescence, 24 h; 0 = TNF only, 100 = no-TNF cells;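 active means activation, meaning protection from cell death, of at least 50% relative to plate controls; inactive means activation below 50%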;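 further: necroptosis triggered by 40 ng/mL TNF-alpha added together with compound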
CHOP inhibitor: inhibitors of CHOP promoter induction, primary screen, cell-based, unfolded protein response, luciferase reporter; 220,000 tested, 3.8% active; CHO-K1 CHOP-promoter luciferase, tunicamycin-induced, 15-18 h; inhibition, % at 10 µM;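 active means compounds that reduced the stress-induced luciferase reporter signal by more than about 70% of percent inhibition, limit read from the data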;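 further: 0% = tunicamycin plus vehicle and 100% = wells without tunicamycin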
zfTRPN1 agonist: zebrafish TRPN1 channel agonists, primary screen, cell-based, HEK293, calcium fluorescence | HEK293 zebrafish TRPN1-YFP, Fluo-8 calcium fluorescence; 100% = response to 87 µM carbachol | 220,000 tested, 0.18% active | transient receptor potential cation channel N1 (TRPN1/NompC), Danio rerio | activation, % at 3 µM;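 active means activation above its plate's cutoff, the mean activation of test wells on that plate plus 3 SD, cut at about 19% in these data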;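 further: 0% = DMSO alone and 100% = 87 µM carbachol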
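System: zebrafish TRPN1-YFP in HEK293 cells / Dosing: 3 µM single point / Timing: dye loading 1 h at 37 °C, then 30 min room temperature / Signal: Fluo-8 calcium fluorescence, excitation 470-495 nm, emission 515-575 nm / Read-out basis: percent activation from peak over basal fluorescence ratio, control-normalized / Control set: high carbachol 87 µM, low DMSO alone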
Runt-SMMHC FRET: inhibitors of RUNX1 Runt–CBFb-SMMHC binding, primary screen, biochemical, FRET, Cerulean-Runt, Venus-CBFb-SMMHC, uHTS | inhibition, % at 20 µM | Runt-related transcription factor 1 (Homo sapiens) + Core-binding factor subunit beta … | Cerulean-Runt/Venus-CBFb-SMMHC FRET ratio 530/480, 1 h | AID 1434, 2008 | 220,000 tested, 0.74% active;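 active means mean inhibition across duplicate retests at 20 µM reaching about 50%, limit read from the data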;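 further: 0% = DMSO wells and 100% = wells with excess untagged CBFb-SMMHC; inhibitors lower the FRET ratio by blocking Runt binding to CBFb-SMMHC; some results filed as inactive read as strong as hits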
EBV gp42 block: Epstein-Barr virus gp42 inhibitors, primary screen, biochemical, uHTS, fluorescence polarization; Glycoprotein 42 (Epstein-Barr virus (strain AG876)), Q1HVG2; Fluorescence polarization binding assay, mP read-out; inhibition, % (tested at 21.74 µM); 220,000 tested, 0.42% active; AID 1085, 2008; in the data active means inhibition above about 50%
* hit, by the source's call; . = no result given; [ ] = another dose, or the depositor's remark.

SMILES	PPC-1+TRAIL kill	p47phox inh	Mdm2 ligase inh	TRPML3 agonist	TNF death inh	CHOP inhibitor	zfTRPN1 agonist	Runt-SMMHC FRET	EBV gp42 block
CCN(c1ccc(NC(=O)COC(=O)CCc2nc3ccccc3n2-c2ccccc2)cc1)C(C)C	29	-18	-16	-0.1	2.1	79*	0.0	2	-13
CCCc1ccc(C(=O)NNc2ccccc2F)cc1	9	-7	-5	-0.7	0.7	-16	-1.9	3	-17
CC1CCN(S(=O)(=O)c2ccc(NC(=O)CSc3ncccc3C(=O)O)cc2)CC1	2	-12	-8	0.4	4.0	-19	1.4	0	-12
FC(F)Oc1ccc(-c2csc(NNC3=NCCCCC3)n2)cc1	-6	-5	-9	-1.0	-3.8	3	-0.8	28	1
CCC(=O)c1ccccc1OCCN1C(=O)NC(C)(C)C1=O	29	-5	-9	-0.1	-1.9	13	0.0	0	8
Cc1cc(C)n(-c2ccc(Cl)c(C(=O)NCc3ccccc3)n2)n1	9	-1	-7	-0.2	-2.7	-3	-0.5	2	-2
O=C1CCc2cc(S(=O)(=O)N3CCCC3C(=O)N3CCN(c4ccccc4)CC3)ccc2N1 (centres undefined)	-2	-5	-10	0.1	-2.2	0	0.0	-1	0
Cc1ccc2cc(/C=C(\C#N)C(N)=O)c(N3CCCCC3)nc2c1	3	-16	0	0.6	-4.0	44	-1.5	-21	-12
CCO[C@H]1OC(C(=O)N2CCN(C)CC2)=C[C@@H](c2ccc(Br)cc2)[C@@H]1CCCO	-10	-12	.	0.7	-0.4	22	-0.5	0	-5
C=CCSc1[nH]c(=O)cc(C)c1C(N)=O	3	2	-14	0.0	0.2	17	1.0	2	-2
COc1cccc(CNC(=O)CCC2CCCN(C(=O)c3cccc4c(C)c(C)[nH]c34)C2)c1 (centres undefined)	12	-12	-14	0.3	2.8	3	-0.9	-9	10
Cc1cc(N2CCN(C(=O)c3ccco3)CC2)n2ncc(-c3ccccc3)c2n1	-11	-25	-13	3.8	-1.1	-1	0.6	-1	-1
C(=N\Nc1nc(-c2ccccn2)nc2ccccc12)/c1ccccc1	69*[5 µM]	-4	0	0.9	-20	88*	0.1	5	0
CC1(C(=O)N2CC3(CC(c4cccc(NC(=O)COc5ccc(Cl)cc5)c4)=NO3)C[C@@H]2C(N)=O)CC1 (some centres undefined)	-26	0	13	.	2.2	-1	.	0	-13
COC(=O)C1CN(S(=O)(=O)c2ccccc2)CCN1S(=O)(=O)c1ccccc1 (centres undefined)	-11	-5	-11	0.9	-0.1	42	-1.0	2	-4
Cc1cc(C)c(OCC(=O)Nc2ccccn2)c([N+](=O)[O-])c1	-2	-5	-5	0.5	0.5	9	0.8	3	-6
Cc1ccc(N=Nc2c(C)[nH]n(-c3ccccc3)c2=O)c(C)c1	.	-5	-19	0.9	0.2	3	2.0	.	-31
CC(C)(C)OC(=O)N1CCN(C(=O)[C@H](Cc2ccc(O)cc2)n2cc(CCO)nn2)CC1	-16	-5	.	0.9	-0.2	12	2.6	1	-8
Cn1c(O)c(/C=C2\C=NN=C2c2ccccc2)sc1=S	8	4	0	-0.4	21	30	-0.7	0	-4
CNCC(O)C(O)C(O)C(O)CO (centres undefined)	16	0	-7	1.2	-0.5	4	2.2	-2	-7
COc1ccc(C(=O)Oc2ccc(/C=N/NC(=O)Cc3ccc([N+](=O)[O-])cc3)cc2)cc1	-8	8	-10	0.4	0.4	5	-1.6	-3	11
O=Cc1cn(-c2ccccc2)nc1-c1cc2ccccc2oc1=O	-12	-6	-6	0.2	-0.1	88*	0.7	-1	-3
Cc1ccc(S(=O)(=O)/N=C/N(C)C)cc1	21	-9	.	0.9	2.0	4	1.2	0	-11
Cc1nc([N+](=O)[O-])c(Sc2nc3ccccc3n2C)n1Cc1ccccc1	23	-3	-3	0.0	-9.9	9	0.3	6	-2
CCC(/C=N/Nc1ccc(S(=O)(=O)N2CCCC2)cc1[N+](=O)[O-])CC	-7	-1	0	0.9	1.4	16	0.4	-3	-4

Fetched one by one from above:
SMILES	PPC-1+TRAIL kill	p47phox inh	Mdm2 ligase inh	TRPML3 agonist	TNF death inh	CHOP inhibitor	zfTRPN1 agonist	Runt-SMMHC FRET	EBV gp42 block
CC(C)(C)OC(=O)N1CCN(C(=O)[C@H](Cc2ccc(O)cc2)n2cc(CCO)nn2)CC1	-16	-5	.	0.9	-0.2	12	2.6	1	-8
Cc1nc([N+](=O)[O-])c(Sc2nc3ccccc3n2C)n1Cc1ccccc1	23	-3	-3	0.0	-9.9	9	0.3	6	-2
O=Cc1cn(-c2ccccc2)nc1-c1cc2ccccc2oc1=O	-12	-6	-6	0.2	-0.1	88*	0.7	-1	-3

Next section.
SMILES	PPC-1+TRAIL kill	p47phox inh	Mdm2 ligase inh	TRPML3 agonist	TNF death inh	CHOP inhibitor	zfTRPN1 agonist	Runt-SMMHC FRET	EBV gp42 block
CC(=O)N1CCN(c2ccc(NC(=O)c3ccc4c(c3)OCCO4)cc2)CC1	-11	8	-10	0.2	-3.1	-8	1.6	3	-3
Cc1oc2ccc(O)cc2c1C(=O)c1ccc(Cl)cc1	26	-6	8	-0.2	-3.6	71*	-1.8	-2	0
O=C(c1cc2ccccc2oc1=O)N1CCN(C(=O)C2CCCO2)CC1 (centres undefined)	10	-12	-4	0.4	-1.0	6	1.4	4	-1
COc1ccc(-c2cc3n(n2)CCc2nc4ccccc4n2-3)cc1	-3	11	-17	-0.3	-1.8	35	0.3	-8	-2
Cc1onc(C(=O)NCc2cccs2)c1[N+](=O)[O-]	-5	-2	-15	0.8	-0.9	-1	0.4	-2	-7
O=C(Cc1c(F)cccc1Cl)Nc1cccnc1	1	-3	-17	0.1	-1.1	-14	-0.3	-2	-16
O=C(O)c1ccc(COc2ccc3ccccc3c2/C=C2/NC(=O)N(Cc3ccc(F)cc3)C2=O)cc1	6	-23	-12	0.5	2.7	68	1.3	-11	13
c1ccc(N2CCN(c3ncnc4c3oc3ccccc34)CC2)cc1	-12	-4	3	0.2	-15	-10	1.8	-6	-2
CN(Cc1ccno1)Cc1cn(Cc2ccccc2)nc1-c1ccc2c(c1)OCO2	-3	-7	-10	-0.3	2.2	-4	-1.4	-5	-16
CCn1c(SCC(=O)Nc2nc3ccccc3s2)nc2c(c1=O)SC(C)C2 (centres undefined)	-12	-9	-12	-1.4	3.5	46	-2.0	2	-4
CC1CC(C)CN(CCCNC(=O)c2ccc3c(c2)NC(=O)C(N2CCCCC2)S3)C1 (centres undefined)	18	-15	-11	0.7	-1.1	29	-1.7	2	-14
CN(C)c1ccc(C(=S)N2CCOCC2)cc1Br	0	-6	1	0.7	0.8	0	0.7	-2	-3
COc1ccccc1S(=O)(=O)Cc1ccc(C(=O)NC2CCCCC2)o1	-7	-10	-36	0.4	-1.9	40	0.4	4	6
C[C@]12CCC(=O)C=C1[C@H](O)C[C@@H]1[C@@H]2[C@@H](O)C[C@@]2(C)[C@H]1CC[C@]2(O)C(=O)CO	8	0	.	0.7	1.4	13	-0.5	2	-10
COc1ccc(C)cc1NC(=O)CN1CCN(S(=O)(=O)c2ccc(Cl)cc2)CC1	-11	-1	-3	0.6	0.7	64	0.7	3	-6
OC[C@H](O)[C@H](O)[C@@H](O)[C@@H](O)[C@@H]1SC(c2ccccc2)=NN1c1ccccc1	4	-9	-15	0.9	-4.6	3	0.7	4	-14
C/C(Cn1cnc([N+](=O)[O-])n1)=N\NC(=O)c1ccccc1F	.	-9	-9	-0.6	-1.1	-4	1.2	.	-8
CCCCOc1ccc(C(=O)N/N=C/c2cn[nH]c2-c2ccc(OC)c(OC)c2)cc1	18	-14	-9	-0.2	2.9	7	-1.2	-5	-7
COCCn1c(-c2ccco2)nc2nc3ccccc3nc21	-2	-18	4	2.1	-2.4	6	3.6	66*	-5
Cc1ccc(NC(=O)c2cc(N3C(=O)C=CC3=O)ccc2Cl)cc1C	11	6	0	0.4	0.9	104*	0.7	39	1
COc1ccc(OC)c(C(c2nnnn2Cc2ccccc2)N2CCN(C3CCCCC3)CC2)c1 (centres undefined)	-4	0	-6	0.8	1.2	-2	0.3	5	-15
Cc1cc(NC2CCCCC2)nc2ccccc12	4	-24	-14	0.2	-1.7	8	-1.4	2	-1
Cc1ccc(-n2c(C)cc(C(=O)OCC(=O)N(C)C3CCS(=O)(=O)C3)c2C)cc1 (centres undefined)	4	-17	-5	0.6	-2.2	11	-0.4	3	-8
O=C(CCc1ccccc1)NC(=S)Nc1ccccc1Br	-7	4	-21	1.2	3.5	24	0.5	2	2
O=C(CCn1cccc1)Nc1cccc(F)c1	12	-4	-12	-0.4	8.4	36	0.3	-11	-8
(listing goes on)
SMILES	PPC-1+TRAIL kill	p47phox inh	Mdm2 ligase inh	TRPML3 agonist	TNF death inh	CHOP inhibitor	zfTRPN1 agonist	Runt-SMMHC FRET	EBV gp42 block
CCOC(=O)C1(CCc2ccccc2)CCN(Cc2nccn2CC)CC1	24	1	-12	0.0	1.1	11	-0.6	3	-1
Cc1ccccc1NC(=O)Nc1nnc(CC(=O)NCc2ccccc2)s1	-3	-1	7	0.5	0.7	13	0.0	6	1
COc1ccc(CCC(=O)NNC(=S)NCc2ccc(F)cc2)cc1	8	-4	-3	-0.1	-0.2	39	-0.2	-4	-25
O=C(O)c1ccccc1SC1CC(=O)N(c2ccc3c(c2)OCO3)C1=O (centres undefined)	7	0	-3	0.5	-0.8	-1	-0.3	10	-3
Cc1ccc(N(CC(=O)N/N=C/c2cccs2)S(C)(=O)=O)cc1	15	-3	0	1.0	2.6	11	-2.8	-4	-5
CC(C)(C)C(=O)CSc1ncnc2c1cnn2-c1ccccc1	25	-55	-84	0.0	2.2	-35	1.2	3	-3
COc1cc(/C=N\Nc2nc(-c3ccc(C)cc3)c(NC(C)=O)s2)ccc1O	15	2	3	0.5	-6.1	9	-1.0	-3	2
COc1ccccc1NC(=S)Nc1ccc2cn[nH]c2c1	21	-5	5	0.3	1.1	7	1.7	2	-5
Cc1cc(/C=N/NC(=O)C(=O)NCc2ccccn2)c(C)n1-c1cccc(Br)c1	18	-5	11	0.0	-1.9	52	-1.7	-4	-2
CO/N=C(\N)c1nonc1N	13	-9	-20	-0.7	0.0	-4	0.0	0	-13
